Assay outcomes: PubChem, National Center for Advancing Translational Sciences (NCATS)
Cycloheximide cs: counter-screen for Shiga toxin inhibitors: cycloheximide protein synthesis inhibition; cell reporter, cycloheximide protein synthesis inhibition counterscreen; max response, %; hit rate 12% among 300,000; AID 2314; in the data active = max response mostly above about 13%, no sharp cut-off; inactive = mostly below about 14%; also: read at 38.3 µM for the half of the compounds with a filed dose; 0% is about no effect
TbPYK inhibitor: blocks Trypanosoma brucei pyruvate kinase | TbPYK enzyme, Kinase-Glo Plus ATP luminescence, 45 min | Q57TT1 | Potency, µM (top dose mostly 76.8 µM), for inactives: at the top dose activity, negative = inhibition, usual class: inhibitors | AID 624173 | hit rate 0.12% among 410,000; also: potency is read from the fitted curve at half-maximal effect; % is scaled to controls: 0 for no effect and ±100 for the full control effect; nearly all actives have a fitted effect of over 50% in size
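Glycolytic pyruvate kinase of T. brucei was incubated with substrate, test compound and 130 uM ADP for 45 minutes at room temperature. Luminescent Kinase-Glo Plus signal was measured after 10 minutes.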
LmPK inh: blocks Leishmania mexicana pyruvate kinase activity; Potency, µM (highest dose often 57.5 µM), for the others: at the top dose activity change, negative = inhibition, hits mostly inhibitors; purified LmPK, Kinase-Glo ATP luminescence, 1 h; hit rate 0.37% among 290,000; Q27686; also: potency is read from the fitted curve at half-maximal effect; % is scaled to controls: 0 for no effect and ±100 for the full control effect
Target sequence (Q27686 whole entry, looked up): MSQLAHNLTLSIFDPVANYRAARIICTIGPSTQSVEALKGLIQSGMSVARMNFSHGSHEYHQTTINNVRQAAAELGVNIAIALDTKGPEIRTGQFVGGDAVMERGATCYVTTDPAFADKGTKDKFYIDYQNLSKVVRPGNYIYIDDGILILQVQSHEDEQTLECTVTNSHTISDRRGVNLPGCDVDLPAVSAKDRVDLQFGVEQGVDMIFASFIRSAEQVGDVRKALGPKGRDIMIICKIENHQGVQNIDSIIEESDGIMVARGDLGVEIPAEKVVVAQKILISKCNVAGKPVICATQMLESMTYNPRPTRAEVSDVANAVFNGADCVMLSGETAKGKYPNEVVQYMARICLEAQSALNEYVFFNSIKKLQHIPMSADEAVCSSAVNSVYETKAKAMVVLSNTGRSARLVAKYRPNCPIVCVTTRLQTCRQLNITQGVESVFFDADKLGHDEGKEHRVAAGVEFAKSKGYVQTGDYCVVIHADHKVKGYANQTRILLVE
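In 50 mM imidazole pH 7.2 with 7 mM MgCl2, LmPK (0.1 nM) turned over PEP (0.5 mM) and ADP (0.1 mM) for 1 h at room temperature. Luciferase read-out of ATP.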
Shiga inhibitor: Shiga toxin inhibition; inhibition, % at 38.7 µM; AID 2315; Vero cells, Shiga toxin protein synthesis inhibition reporter; hit rate 9.2% among 290,000; in the data active = inhibition mostly above about 28%, no sharp cut-off; inactive = mostly below about 43%; also: 0% is about no effect
Pf growth 96h: P. falciparum growth inhibition at 96 hour, primary screen for plastid delayed-death inhibitors; P. falciparum luciferase reporter growth, 96 h; Potency, µM (top dose mostly 28.7 µM), for the others: top-dose activity change, negative = inhibition, hits mostly inhibitors; hit rate 6.9% among 320,000; AID 504834; also: potency is read from the fitted curve at half-maximal effect; % is scaled to controls: 0 for no effect and ±100 for the full control effect
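Two parasite generations (96 h, 37 C, 5% CO2) of compound exposure in infected erythrocytes (0.05% parasitemia, 2% hematocrit). Luciferase-reporter P. falciparum; decreased luminescence indicates inhibited growth, aimed at apicoplast-acting delayed death.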
Pf growth 48h: P. falciparum growth inhibition at 48 hours (one generation) | P. falciparum luciferase growth in erythrocytes, 48 h | Potency, µM (titrated, usually from 28.7 µM), without a hit: top-dose activity change, negative = inhibition, actives largely listed as inhibitors | hit rate 5.9% among 310,000; also: potency is read from the fitted curve at half-maximal effect; % is scaled to controls: 0 for no effect and ±100 for the full control effect
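Compounds are pin-transferred into medium, infected erythrocytes (2% hematocrit, 0.1% parasitemia final) are added, and plates sit one parasite generation at 37 C in 5% CO2. Detection reagent is then added and luminescence measured.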
HCV inh: HCV inhibition | Potency, µM (top dose mostly 41.8 µM), inactives show at the highest dose activity change, negative = inhibition, usual class: inhibitors | Huh7.5.1 HCVcc-Cre infection, luciferase reporter, 44 h | hit rate 3.4% among 340,000; also: potency is read from the fitted curve at half-maximal effect; % is scaled to controls: 0 for no effect and ±100 for the full control effect
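Seed cells (1,000/well) for 4 h; treat with compound and infect with HCVcc-Cre, moi about 0.5. Incubate 44 h, then detect luciferase activity.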
* = called active by the depositor; ? = inconclusive; . = no result given; & = joins results of further samples; [ ] = remark or other dose. Unless noted, calls follow the shape of the dose curve; as a rule, active = well fitted curve in the direction sought with a large enough effect; inconclusive = small, poorly fitted or top-dose-only effect, or another doubt; inactive = no such curve, though single readings can be large; an effect the other way counts as inactive or inconclusive. Compounds were not picked by outcome; about 24% have a hit in one of these screens.

no.	mol	Cycloheximide cs	TbPYK inhibitor	LmPK inh	Shiga inhibitor
1	CCC(C)[C@H](NC(=O)NCc1ccc(S(N)(=O)=O)cc1)C(=O)O (stereo partly specified)	-1	1%	-1%	16
2	CS(=O)(=O)c1ccc2nc(NC(=O)C3CCCCC3)sc2c1	9	-2%	6%	23
3	Cc1c(O)c2ccccc2oc1=O	-3	0%	1%	-13
4	CCOC(=O)CN1C(=O)C(=O)N(Cc2c(Cl)cccc2Cl)C1=O	3	1%	-1%	23
5	COc1cc(OC)cc(C(=O)N[C@H](C(=O)Nc2nc(-c3cc(OC)ccc3OC)cs2)C(C)C)c1	5	-1%	6%	-8
6	CN(C)S(=O)(=O)c1ccc(N2CCCC2)c(C(=O)Nc2nc(-c3ccc(F)c(F)c3)cs2)c1	28*	-2%	-1%	32
7	O=C(Nc1nc2ccc(F)cc2s1)c1ccccn1	-1	?	18µM*	26
8	COc1ccc(N(CC(=O)NCCc2ccccc2)C(=O)CCC(=O)Nc2nccs2)c(OC)c1	-3	-2%	7%	-9
9	COc1ccc(CN(C)S(=O)(=O)c2nnc(NC(=O)c3cccc(F)c3)s2)cc1OC	9	-8%	0%	-5
10	O=C(C1CCN(S(=O)(=O)c2ccccc2)CC1)N1CCN(c2ccccc2F)CC1	.	4%	.	.
11	COc1ccc(CN2CCN(Cc3ccc(C)cc3)C(CCO)C2)cc1OC (stereo unspecified)	-2	1%	-3%	-5
12	c1coc(CNC2CCCCCCC2)c1	-2	-2%	-2%	-12
13	O=C(CN1CCCC1)N1CCN(c2ccccc2)CC1	-2	0%	0%	8
14	O=C(CCN1C(=O)C2C3C=CC(C3)C2C1=O)Nc1c(F)cccc1F (stereo unspecified)	-4	-7%	1%	-6
15	Cc1ccc(S(=O)(=O)CCC(=O)Nc2nc(-c3ccccn3)cs2)cc1	.	-11%	.	.

no.	Pf growth 96h	Pf growth 48h	HCV inh
1	29%	9%	10%
2	?	.	-11%
3	25%	4%	5%
4	0%	47%[activator]	11%
5	?	-16%	?
6	10µM*	?	-20%
7	-71%	-63%	?
8	0%	?	-10%
9	?	0%	5%
10	1%	0%	0%
11	-4%	-23%	?
12	6%	23%	29%
13	496%[activator]	14%	-1%
14	?	-1%	10%
15	10µM*	13µM*	13µM*

Other structures
no.	mol	Cycloheximide cs	TbPYK inhibitor	LmPK inh	Shiga inhibitor
16	CCN(CC)C(=O)CSc1nnc(CNc2ccc(F)cc2)n1-c1ccccc1	-2	3%	5%	13
17	CCOC(=O)C1(CCSC)NC(c2ccco2)C2C(=O)N(CC)C(=O)C21 (stereo unspecified)	3	1%	3%	-3
18	CCC(=O)NC(=S)Nc1ccccc1C(=O)OC	2	-8%	-5%	-2
19	COc1ccc(-c2c3c([nH]c(=S)c2C#N)CCC3)cc1	-4	13µM*	5%	-3
20	O=C(CC1NC2CCCCC2NC1=O)Nc1ccc2c(c1)OCO2 (stereo unspecified)	5	10%	1%	-9
21	O=C(Cc1cccs1)Nc1cc(S(=O)(=O)N2CCCCC2)ccc1Cl	.	2%	.	.
22	O=C1[C@H]2[C@H](ON3CCCC[C@H]23)C(=O)N1c1ccc(Cl)cc1	7	-2%	1%	1
23	Cc1cccc(NC(=O)c2cccnc2Cl)n1	24*	-3%	-7%	22
24	COC(=O)COn1c(-n2nc(C)cc2C)nc2ccccc2c1=O	-6	-3%	5%	-18
25	COc1ccc(Oc2cnc3ccccc3n2)cc1	31*	-1%	2%	51*
26	CCOc1ccc(C(=O)NC(Cc2ccccc2)C(=O)OC)cc1 (stereo unspecified)	41*	-1%	-11%	73*
27	COc1ccc(CNC(=O)COC(=O)c2ccc3ncsc3c2)cc1OC	.	?	.	.
28	COc1cc(OC)cc(C2C(C#N)=C(N)Oc3n[nH]c(-c4cccnc4)c32)c1 (stereo unspecified)	-2	-1%	7%	-7
29	Cc1cc(C)nc(NC2=NCC(=O)N2c2ccccc2)n1	4	0%	6%	21
30	O=C(OCc1nnc(-c2ccccc2)o1)C1CC(=O)N(CCc2ccccc2)C1 (stereo unspecified)	.	1%	.	.

no.	Pf growth 96h	Pf growth 48h	HCV inh
16	?	-27%	3%
17	.	4%	22%
18	20%	7%	3%
19	-29%	-28%	25%&8%
20	14%	-5%	9%
21	?	?	-15%
22	5%	117%[activator]	-8%
23	?	10%	-2%
24	.	9.3µM*	16%
25	157%[activator]	132%[activator]	-20%
26	128%[activator]	163%[activator]	-5%
27	28%	30%	?
28	222%[activator]	5%	9%
29	?	23%	9%
30	-3%	27%	-3%

Just TbPYK inhibitor, for some of the entries so far:
cpd | mol | TbPYK inhibitor
26 | CCOc1ccc(C(=O)NC(Cc2ccccc2)C(=O)OC)cc1 (stereo unspecified) | -1%
25 | COc1ccc(Oc2cnc3ccccc3n2)cc1 | -1%

The list goes on.
no.	mol	Cycloheximide cs	TbPYK inhibitor	LmPK inh	Shiga inhibitor
31	NS(=O)(=O)c1ccc(NC(=O)COC(=O)c2cnccn2)cc1	6	1%	3%	-6
32	CCOC(=O)c1sc(NC(=O)CSc2ncccn2)nc1C	21	9%	-11%	41*
33	S=C(Nc1ccc(N2CCOCC2)cc1)Nc1ccc2snnc2c1	22	-1%	6%	14
34	Cc1ccc(-n2nnnc2SCC(=O)NCC2(N3CCOCC3)CCCCC2)c(C)c1	.	2%	.	.
35	CCC(C)c1ccc(NC(=O)Nc2cnccn2)cc1 (stereo unspecified)	74*	-2%	-3%	87*
36	CCC(C)(C)n1nnnc1C(c1cc(OC)c(OC)c(OC)c1)N1CCN(c2ccccc2)CC1 (stereo unspecified)	-4	0%	1%	3
37	COc1cc2c(cc1OC)C(C(=O)Nc1cccc(C)n1)C(c1cccnc1)N(C)C2=O (stereo unspecified)	-3	3%	0%	-16
38	COc1ccc(NC(=O)Cc2coc3cc(C)ccc23)cn1	21	-2%	-2%	69*
39	O=C(NCc1cccnc1)C1CCCN(S(=O)(=O)c2ccc(Br)cc2)C1 (stereo unspecified)	8	6%	1%	-12
40	Cc1cccc(NCCC(=O)c2ccc([N+](=O)[O-])cc2)c1C	3	6%	5%	11
41	Cc1ccc(-c2cnn(-c3ccccc3)c2N)cc1	32*	?	?	41*
42	COc1cc(C(=S)N2CCOCC2)cc(OC)c1OS(=O)(=O)c1ccc(Cl)cc1	-2	-18%	5%	.
43	O=C(CCCc1nc2ccccc2s1)NCc1ccc(F)cc1	3	2%	2%	13
44	COc1ccc(CN2C(=O)c3ccccc3C2=O)cc1C(=O)N(C)CC(=O)Nc1ccc(F)cc1	.	5%	.	.
45	O=S(=O)(NCc1cccnc1)c1ccc(Br)s1	-6	-18%	-6%	-7

no.	Pf growth 96h	Pf growth 48h	HCV inh
31	11%	26%	7%
32	13µM*	50%[activator]	16µM*
33	45%[activator]	9%	-3%
34	?	13µM*	?
35	55%[activator]	?	-4%
36	2%	?	6%&13%
37	18%	-1%	17%
38	?	16%	-5%
39	.	-22%	10%
40	38%[activator]	6%	-7%
41	412%[activator]	232%[activator]	-15%
42	10µM*	?	-3%
43	22%	-1%	-15%
44	-27%	-22%	11%
45	-3%	6%	4%

(next part)
no.	mol	Cycloheximide cs	TbPYK inhibitor	LmPK inh	Shiga inhibitor
46	CCC(=O)Nc1nnc(S(=O)(=O)N(C)c2cc(C)cc(C)c2)s1	-2	0%	0%	-5
47	S=C(NCCc1ccccc1)NCC(c1ccco1)N1CCCCC1 (stereo unspecified)	15*	-1%	0%	9
48	CCC(CC)C(=O)NCCCN1CCOCC1	-8	-1%	-1%	-1
49	CCOC(=O)CC(=O)CSc1ncnc2c1nnn2-c1ccccc1	17	-5%	-2%	30
50	O=C(c1ccncc1)c1ccc([N+](=O)[O-])cc1	-5	-5%	-1%	-7
51	COc1ccc(OC)c2sc(Cl)nc12	3	-17%	6%	-9
52	O=C(CN1CCOCC1)Nc1ccccc1C(=O)O	-1	3%	2%	-5
53	Cc1ccc(OCC(O)Cn2c(NCCc3ccccc3)nc3c2c(=O)[nH]c(=O)n3C)cc1 (stereo unspecified)	-1	-12%	-1%	7
54	CCOc1ccc(N(CC(=O)NC2CCCCC2)C(=O)CCC(=O)Nc2cc(C)ccn2)cc1	-7	-8%	-1%	-13

no.	Pf growth 96h	Pf growth 48h	HCV inh
46	189%[activator]	10%	12%
47	2.6µM*	?	-8%
48	?	1%	17%
49	?	7%	?
50	20%	-1%	9%
51	?	20%	?
52	-3%	.	6%
53	?	?	2%&3%
54	27%	?	16%

Full records from above. Order of screens: Cycloheximide cs | TbPYK inhibitor | LmPK inh | Shiga inhibitor | Pf growth 96h | Pf growth 48h | HCV inh
O=C(CN1CCOCC1)Nc1ccccc1C(=O)O as listed: -1 | 3% | 2% | -5 | -3% | . | 6%
S=C(NCCc1ccccc1)NCC(c1ccco1)N1CCCCC1 (stereo unspecified) as listed: 15* | -1% | 0% | 9 | 2.6µM* | ? | -8%
CCOC(=O)CC(=O)CSc1ncnc2c1nnn2-c1ccccc1 as listed: 17 | -5% | -2% | 30 | ? | 7% | ?
CCC(=O)Nc1nnc(S(=O)(=O)N(C)c2cc(C)cc(C)c2)s1 as listed: -2 | 0% | 0% | -5 | 189%[activator] | 10% | 12%
COc1ccc(OC)c2sc(Cl)nc12 as listed: 3 | -17% | 6% | -9 | ? | 20% | ?
